Bioassay records deposited in PubChem BioAssay by National Center for Advancing Translational Sciences (NCATS).
KDM4E inh: blocks human JMJD2E demethylase activity; Potency, µM (titrated, usually from 57.1 µM), inactives show at the highest dose activity change, negative = inhibition, most hits filed as inhibitors; actives 1.6% (n = 230,000); JMJD2E catalytic domain, FDH-coupled NADH fluorescence (FDH is formaldehyde dehydrogenase); B2RXH2; AID 2147; active means well fitted inhibition curve with a large enough effect, not every such curve was filed as active; inconclusive means small, poorly fitted or top-dose-only effect, or another doubt; inactive means no such curve, though single readings can be large or run the other way;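 further: 0% = wells with enzyme and -100% = buffer wells without enzyme; nearly all actives have a fitted effect of over 50% in size; many of its hits are not listed in these tables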
Target sequence (B2RXH2 1-337 limits assumed): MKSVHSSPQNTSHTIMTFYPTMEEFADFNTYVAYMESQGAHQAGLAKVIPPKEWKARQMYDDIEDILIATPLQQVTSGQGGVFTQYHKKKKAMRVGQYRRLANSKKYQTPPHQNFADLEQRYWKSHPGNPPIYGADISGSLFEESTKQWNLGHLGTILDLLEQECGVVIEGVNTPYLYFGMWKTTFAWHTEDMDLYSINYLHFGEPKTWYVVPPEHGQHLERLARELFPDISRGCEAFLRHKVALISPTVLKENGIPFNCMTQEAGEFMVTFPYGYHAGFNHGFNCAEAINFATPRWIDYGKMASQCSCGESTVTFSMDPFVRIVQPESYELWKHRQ
HTT aggregate: reduces HttQ103-GFP aggregates in PC12 cells; PC12 HttQ103-GFP aggregates, Acumen cytometry, 40 h; Potency, µM (series often up to 46.1 µM), inactives show top-dose activity change, negative = inhibition, actives largely listed as inhibitors; actives 1.1% (n = 220,000); AID 1688; further: on the % scale 0 is the no-effect control and ±100 the full control effect; nearly all actives have a fitted effect of over 60% in size
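Aggregates are detected as GFP objects 1–25 µm with signal 6 STDEV over background in lysates of induced PC12 cells. These carry Huntingtin exon 1 with 103 glutamines fused to GFP under an ecdysone promoter; compounds titrated.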
ALDH1A1 inh: blocks purified human ALDH1A1 activity; P00352; actives 7.3% (n = 220,000); Purified ALDH1A1, NADH fluorescence, propionaldehyde substrate; Potency, µM (series often up to 75.3 µM), for the others: top-dose activity, negative = inhibition, usual class: inhibitors; active means well fitted inhibition curve with a large enough effect, not every such curve was filed as active; inconclusive means small, poorly fitted or top-dose-only effect, or another doubt; inactive means no such curve, though single readings can be large or run the other way;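 further: plate controls were no enzyme wells and a reference inhibitor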
Target sequence (P00352 whole entry, looked up): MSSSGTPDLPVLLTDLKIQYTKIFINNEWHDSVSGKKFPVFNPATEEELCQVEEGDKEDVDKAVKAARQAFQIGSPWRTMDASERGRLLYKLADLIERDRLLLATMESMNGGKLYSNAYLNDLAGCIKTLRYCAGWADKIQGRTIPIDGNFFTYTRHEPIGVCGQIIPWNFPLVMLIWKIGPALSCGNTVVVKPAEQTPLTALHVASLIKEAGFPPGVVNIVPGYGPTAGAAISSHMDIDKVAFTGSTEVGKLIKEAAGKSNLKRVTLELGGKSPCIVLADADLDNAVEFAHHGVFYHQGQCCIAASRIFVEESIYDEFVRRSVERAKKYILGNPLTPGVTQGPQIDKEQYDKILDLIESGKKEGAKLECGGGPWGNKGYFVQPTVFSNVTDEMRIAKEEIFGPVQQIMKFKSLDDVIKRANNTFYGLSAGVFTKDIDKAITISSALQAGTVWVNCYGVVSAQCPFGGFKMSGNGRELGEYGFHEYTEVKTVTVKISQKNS
Tau fibril ThT: tau fibrillization inhibition (ThT binding); P10636; recombinant tau K18 P301L, heparin-induced fibrillization, ThT fluorescence; Potency, µM (series often up to 57.4 µM), without a hit: at the highest dose activity, negative = inhibition, most hits filed as inhibitors; actives 2.1% (n = 270,000); further: on the % scale 0 is the no-effect control and ±100 the full control effect; nearly all actives have a fitted effect of over 55% in size
Target sequence (P10636 561-689 P618L limits assumed): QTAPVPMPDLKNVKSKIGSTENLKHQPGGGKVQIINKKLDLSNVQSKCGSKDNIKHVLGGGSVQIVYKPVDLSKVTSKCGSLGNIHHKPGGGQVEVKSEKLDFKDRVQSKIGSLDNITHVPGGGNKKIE
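K18 P301L tau (15 uM + 0.24 uM Alexa 594-tagged), heparin 20 uM, NaOAc pH 7, 6 h 37 C; ThT 30 uM, 1 h RT, ex 450/em 510 nm.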
HTT cytoprotect: cytoprotection in Huntington HTT-Q103 PC12 cell model | Potency, µM (titrated, usually from 56.4 µM), for inactives: cytoprotection (ATP increase), most hits filed as activators | actives 0.14% (n = 230,000) | PC12 HTT-Q103 induced, cytoprotection, ATP luminescence, 40 h;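 further: % of control where 0% means no effect; nearly all actives have a fitted effect of over 45% in size; toxic huntingtin expression switched on by the ecdysone agonist tebufenozide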
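Rat PC12, Q103 Htt exon1-GFP fusion, ecdysone promoter; tebufenozide inducer 100 nM final; compound titration; qHTS, 1500 cells/well; ATPlite luminescent read.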
Tau fibril FP: tau fibrillization inhibition (FP); P10636; K18 P301L tau heparin fibrillization, Alexa594 FP, 6 h; Potency, µM (titrated, usually from 57.7 µM), for inactives: at the top dose activity, negative = inhibition, hits mostly inhibitors; actives 0.39% (n = 280,000); further: on the % scale 0 is the no-effect control and ±100 the full control effect; nearly all actives have a fitted effect of over 55% in size
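Heparin (20 uM) drove fibril formation of recombinant tau K18 P301L, 15 uM unlabeled with 0.24 uM Alexa 594 label, for 6 hr at 37 C in 100 mM sodium acetate pH 7. Fluorescence polarization (555/632 nm) read 1 hr after 30 uM ThT.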
Tau fluor cs: counter-screen for tau fibril formation inhibitors; tau K18 P301L Alexa594 fluorescence, heparin fibrillization; Potency, µM (top dose mostly 57.7 µM), for the others: at the top dose activity change, negative = decrease; actives 0.93% (n = 280,000); AID 1463; further: on the % scale 0 is the no-effect control and ±100 the full control effect; nearly all actives have a fitted effect of over 55% in size
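Human tau K18 P301L (15 uM unlabeled, 0.24 uM Alexa 594-labeled) in 100 mM sodium acetate pH 7 with 20 uM heparin, 6 hr at 37 C. ThT 30 uM added, 1 hr ambient; Alexa 594 FP and total fluorescence read at 555/632 nm.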
SMN2 splice enh: SMN2 splice variant enhancement | Potency, µM (doses to about 46.1 µM), for the others: at the top dose activity change, positive = activation, usual class: activators | HEK293 SMN2-luciferase splicing reporter, luminescence, 30-36 h | actives 2.8% (n = 210,000); further: % of control where 0% means no effect; nearly all actives have a fitted effect of over 55% in size
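HEK293 cells carry an SMN2 minigene-luciferase reporter in which exon 7 inclusion puts luciferase in frame. Cells were seeded at 2000 cells/well, attached for 10-12 hours, then exposed to compounds for 30-36 hours at 37C before ONE-Glo luminescence.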
Active calls of the source: *; ? = inconclusive; nt = no result given; & = joins results of further samples; ! = repeats disagree; [ ] = another dose, or the depositor's remark. Unless noted, the call rests on the fitted dose curve; in most records, active means well fitted curve in the direction sought with a large enough effect; inconclusive means small, poorly fitted or top-dose-only effect, or another doubt; inactive means no such curve, though single readings can be large; an effect the other way counts as inactive or inconclusive. Potency means the concentration at half of the fitted maximal effect. A portion of the library. The share of hits here may be higher or lower than overall.

SMILES	KDM4E inh	HTT aggregate	ALDH1A1 inh	Tau fibril ThT	HTT cytoprotect	Tau fibril FP	Tau fluor cs	SMN2 splice enh
CC(=O)[C@H]1CC[C@H]2[C@@H]3CCC4=CC(=O)CC[C@]4(C)[C@H]3CC[C@]12C	1.4%&-7.1%&0.5%	-21.1%	11.2µM*!	?	1.0%[1.9 µM]	5.0%&-4.8%&-12.3%&8.5%&1.0%	-22.4%&-5.4%&-14.2%&-7.3%&-16.3%	-68.1%&-33.2%&-46.8%&-24.3%&-25.4%[inhibitor]
CCc1ccccc1N1C(=O)CC(=O)NC1=O	-22.0%	13.0%	-5.7%	?	-10.8%	-14.5%	-13.3%	-17.8%
CC(=NCCN1CCCCC1)c1c(O)n(-c2ccc(Cl)cc2)c(=O)[nH]c1=O	0.4%	12.8%	-1.4%	-13.4%	8.7%	-9.8%	-13.4%	-10.0%
Cc1ccc(CN2CCN(CC(=O)N3CCC4(CC3)OCCO4)C2=O)cc1	-1.2%	-5.3%	3.2%	-10.8%	-9.9%[10 µM]	-12.2%	-14.5%	-1.3%
CC12CN3CCN(CC(C3)/C1=N/NC(N)=O)C2	13.0%	10.1%[9.22 µM]	3.4%	-12.9%	14.8%[10 µM]	-1.7%	-9.9%	nt
C=CCn1c(O)c(C(C)=NCCc2c[nH]c3ccccc23)c(=O)[nH]c1=O	?	0.5%[9.22 µM]	nt	nt	11.9%[10 µM]	7.6%[0.0958 µM]	6.9%[0.0958 µM]	nt
CCOC(=O)C1=C(N)OC2=C(C(=O)CCC2)[C@]12C(=O)N(CC(N)=O)c1ccccc12	4.4%	-1.3%[9.22 µM]	nt	-0.9%	1.3%[10 µM]	-8.8%	-5.1%	nt
C=C(C)Cn1c(-c2cccs2)n[nH]c1=S	?	8.3%[9.22 µM]	?	-12.4%	-16.4%[10 µM]	3.8%	1.8%	nt
Fc1ccccc1CNC1CN2CCC1CC2 (configuration not stated)	-0.2%	nt	4.3%	2.0%	nt	9.7%	7.5%	2.6%
COC(=O)C(O)(c1ccc(NC(=S)NC(=O)c2ccc(Cl)cc2Cl)c(C)c1)C(F)(F)F (configuration not stated)	-14.3%	-9.5%	?	?	18.0%[10 µM]	-6.8%	-27.8%	-71.2%[inhibitor]
CCCCOP(=O)(c1ccc(N(C)C)cc1)C(Nc1ccccc1)c1ccccc1 (configuration not stated)	?	?	?	-7.7%	6.5%[10 µM]	7.1%	-3.4%	-24.8%
C=Cc1ccc(Cn2c(C(=O)O)c(C=O)c3ccccc32)cc1	1.1%	-8.7%	-6.1%	-3.8%	-10.3%	-0.8%	-3.4%	-11.5%
O=C(Nc1ccc(Cl)cc1)OC1CN2CCC1CC2 (configuration not stated)	-5.0%	-25.0%[9.22 µM]	8.7%	12.3%	1.4%[10 µM]	6.4%	-13.2%	nt
C=CCn1c(O)c(C(C)=Nc2ccc(NC(C)=O)cc2)c(=O)[nH]c1=O	-2.3%	-0.8%	8.9%	-6.7%	-6.1%	2.3%	-3.3%	-5.3%
CN1CCN(c2nc(N(C)C)oc(=O)c2C#N)CC1	3.6%	-5.5%	6.6%	-3.1%	-12.9%	-2.4%	-4.3%	-20.9%
CCOP(=O)(c1ccccc1)c1nc(-c2ccc(F)cc2)oc1N1CCCCC1 (configuration not stated)	?	-18.7%[9.22 µM]	-14.7%	?	-20.1%	8.6%	0.6%	6.6%
C#CCOc1ccc2c(c1)c(C(C)=O)c(C)n2Cc1ccccc1	-0.7%	-3.7%[9.22 µM]	nt	?	-9.4%[10 µM]	-14.6%	-22.1%	nt
CCN(CC)CCCN=Cc1c(O)n(-c2ccccc2F)c(=O)[nH]c1=O	-3.0%	5.7%	1.5%	-1.0%	-9.8%[0.074 µM]	-1.9%	-1.4%	-13.8%
O=C1CN=C(c2ccccc2)c2cc([N+](=O)[O-])ccc2N1	nt	-1.3%	1.1%	-4.9%	-66.3%[inhibitor]	-0.2%	-8.1%	nt
CCCCCn1c(N)c(C(=O)NCCN2CCOCC2)c2nc3ccccc3nc21	?	?	?	?	-16.4%[10 µM]	0.1%	?	-4.4%
O=C(Nc1ccc2oc(-c3cccnc3)nc2c1)c1ccc(-c2cccc(Cl)c2)o1	nt	nt	nt	?	nt	-8.1%	-14.9%	-9.5%
CCOC(=O)Cc1c(C)c2c(C)[nH]nc2oc1=O	?	4.7%	?	-11.1%	7.9%	0.9%	1.5%	15.6%
CCN(CC)CCSc1nc2ccccc2c(=O)n1-c1ccc(Cl)cc1	nt	nt	nt	-15.9%	nt	0.2%	-19.3%	-4.7%
O=c1[nH]c(=O)n(CC2CCCO2)c(O)c1/C=C1\C=Nc2ccccc21 (configuration not stated)	?	31.7%[9.22 µM]	14.1µM*	?	17.6%[10 µM]	?	-24.6%&-19.7%	11.1%
Cc1ccc2c(c1)CC1(CN2C)C(=O)NC(=O)N(c2cccc(C)c2C)C1=O (configuration not stated)	13.7%	7.6%	?	?	-10.8%	-6.6%	-10.7%	5.2%
NP(=O)(OCC(F)(F)F)Oc1ccc(Cl)cc1 (configuration not stated)	1.0%	1.3%	-9.1%	6.5%	-8.0%[10 µM]	0.0%	0.1%	?
CC(C)c1ccc2c(c1O)CCC1C3=C(CC[C@]21C)C(=O)OC3 (some centres not stated)	-0.5%	nt	-2.8%	-9.5%	nt	2.7%	-14.1%	-36.0%[inhibitor]
C=CCN(CC=C)C(=O)Nc1ccc(OCC)cc1	-7.5%	15.4%[9.22 µM]	2.9%	?	-5.4%[10 µM]	1.2%	-10.1%	18.6%
CCCCCCn1c(O)c(C=NC2CCCCC2N)c(=O)[nH]c1=O (configuration not stated)	-3.4%	7.9%[9.22 µM]	-2.7%	-13.0%	6.0%	-4.4%	4.9%	-8.4%
CNC(=O)Nc1ccc(C(=O)N/N=C\C23CC[C@@H](O)CC2(O)CC[C@@H]2[C@@H]3CCC3(C)C(C4=CC(=O)OC4)CCC23O)cc1 (some centres not stated)	-2.2%	0.3%[9.22 µM]	15.7%	?	14.6%[10 µM]	-2.0%	-19.7%	nt
CN1CCC(O)(c2ccc(Cl)cc2)C(C(=O)c2ccc(Cl)cc2)C1 (configuration not stated)	2.7%	7.6%[9.22 µM]	0.112µM*	?	-29.2%	5.7%	-11.9%	-4.2%
CC(C)(C)NC(=S)N1CCn2cccc2C1c1cccnc1 (configuration not stated)	?	1.4%	-3.5%	?	-10.5%	?	-17.1%	10.6%
CC1OC(=O)C(C(C)C)NC(=O)C(C(C)C)OC(=O)C(C(C)C)NC(=O)C(C)OC(=O)C(C(C)C)NC(=O)C(C(C)C)OC(=O)C(C(C)C)NC(=O)C(C)OC(=O)C(C(C)C)NC(=O)C(C(C)C)OC(=O)C(C(C)C)NC1=O (configuration not stated)	-2.3%	nt	-3.1%&0.6%	-4.0%&-14.6%	-111.5%&-173.7%[inhibitor]	-0.6%&-0.2%	-4.0%&-8.2%	-60.7%&-56.4%[inhibitor]
Cc1ccc(-c2ccc(=O)n(CCC(=O)N3CCC4(CC3)OCCO4)n2)cc1	?	-5.5%	?	-8.0%	-33.0%[inhibitor]	1.8%	-6.9%	20.8%
O=P(O)(O)C(O)c1ccc2ccccc2c1 (configuration not stated)	nt	nt	3.8%	-3.7%	-34.5%	?	-3.7%	-1.7%
C=CCn1c(O)c(C(C)=NCc2cccnc2)c(=O)[nH]c1=O	2.0%	4.5%	6.8%	-2.9%	-12.7%[0.074 µM]	-4.5%	6.1%	24.2%
O=C(c1cc(S(=O)(=O)N2CCOCC2)ccc1F)N1CCC2(CC1)OCCO2	-1.3%	-9.2%	-0.1%	-0.7%	2.2%	6.1%	2.5%	8.3%
C[C@H]1O[C@@H](O[C@H]2[C@@H](O)C[C@H](O[C@H]3[C@@H](O)C[C@H](O[C@H]4CC[C@@]5(C)[C@H](CC[C@@H]6[C@@H]5CC[C@]5(C)[C@@H](C7=CC(=O)OC7)CC[C@]65O)C4)O[C@@H]3C)O[C@@H]2C)C[C@H](O)[C@@H]1O	12.4%	15.3%	5.5%	?	nt	3.8%	-5.2%	nt
O=C(Nc1cccc2ccccc12)c1nn(C23CC4CC(CC(C4)C2)C3)cc1Br	1.0%	-0.5%	-8.7%	-4.2%	-0.4%	0.0%	0.3%	-10.0%
Cc1ccc(S(=O)(=O)Nc2cc(C(=O)N3CCC4(CC3)OCCO4)ccc2N2CCCCC2)cc1	-4.0%	-7.8%	3.98µM*	?	-36.4%	-0.9%	-16.7%	13.9%

Shown with each value named: part of the list above
CCOP(=O)(c1ccccc1)c1nc(-c2ccc(F)cc2)oc1N1CCCCC1 (configuration not stated)
  KDM4E inh: ?	HTT aggregate: -18.7%[9.22 µM]	ALDH1A1 inh: -14.7%	Tau fibril ThT: ?	HTT cytoprotect: -20.1%	Tau fibril FP: 8.6%	Tau fluor cs: 0.6%	SMN2 splice enh: 6.6%
O=C(c1cc(S(=O)(=O)N2CCOCC2)ccc1F)N1CCC2(CC1)OCCO2
  KDM4E inh: -1.3%	HTT aggregate: -9.2%	ALDH1A1 inh: -0.1%	Tau fibril ThT: -0.7%	HTT cytoprotect: 2.2%	Tau fibril FP: 6.1%	Tau fluor cs: 2.5%	SMN2 splice enh: 8.3%
CC(=NCCN1CCCCC1)c1c(O)n(-c2ccc(Cl)cc2)c(=O)[nH]c1=O
  KDM4E inh: 0.4%	HTT aggregate: 12.8%	ALDH1A1 inh: -1.4%	Tau fibril ThT: -13.4%	HTT cytoprotect: 8.7%	Tau fibril FP: -9.8%	Tau fluor cs: -13.4%	SMN2 splice enh: -10.0%
Cc1ccc(S(=O)(=O)Nc2cc(C(=O)N3CCC4(CC3)OCCO4)ccc2N2CCCCC2)cc1
  KDM4E inh: -4.0%	HTT aggregate: -7.8%	ALDH1A1 inh: 3.98µM*	Tau fibril ThT: ?	HTT cytoprotect: -36.4%	Tau fibril FP: -0.9%	Tau fluor cs: -16.7%	SMN2 splice enh: 13.9%
